Bioassay records deposited in PubChem BioAssay by National Center for Advancing Translational Sciences (NCATS).
TrxR1 substrate – rat thioredoxin reductase 1 substrate activity; O89049; purified TrxR1 substrate turnover, NADPH consumption readout; Potency, µM (doses to about 114 µM), inactives show at the highest dose activity change, negative = substrate turnover; 390,000 compounds, 0.01% hits; AID 588456; also: potency is read from the fitted curve at half-maximal effect; % is scaled to controls: 0 for no effect and ±100 for the full control effect; nearly all actives have a fitted effect of over 50% in size
Target sequence (O89049 whole entry, looked up): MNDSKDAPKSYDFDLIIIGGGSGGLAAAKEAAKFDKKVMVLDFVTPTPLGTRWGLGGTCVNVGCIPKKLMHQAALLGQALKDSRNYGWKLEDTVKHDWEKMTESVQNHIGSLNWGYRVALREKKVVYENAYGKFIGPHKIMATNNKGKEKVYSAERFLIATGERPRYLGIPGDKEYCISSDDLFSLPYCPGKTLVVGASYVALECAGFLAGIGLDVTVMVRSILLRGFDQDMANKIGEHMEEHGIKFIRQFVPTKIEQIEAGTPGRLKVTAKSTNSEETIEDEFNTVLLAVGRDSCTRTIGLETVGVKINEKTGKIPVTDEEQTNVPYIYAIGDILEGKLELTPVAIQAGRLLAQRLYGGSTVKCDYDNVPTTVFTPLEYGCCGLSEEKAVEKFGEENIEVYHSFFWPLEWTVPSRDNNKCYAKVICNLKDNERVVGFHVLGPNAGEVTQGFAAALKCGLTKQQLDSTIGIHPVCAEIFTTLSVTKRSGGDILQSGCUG
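Rat TrxR1, dispensed at 90 nM, was prereduced with 400 uM NADPH (final) for 5 min at ~22 deg C, then incubated with compound 15 min before 400 uM selenite. A first-read NADPH fluorescence drop versus no-compound background flagged substrates.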
mIDH1 inhibitor – inhibitors of human mutant IDH1 R132H | O75874 | IDH1-R132H enzyme, NADPH consumption, diaphorase/resazurin fluorescence | Potency, µM (top dose mostly 76.6 µM), inactives show at the top dose activity change, negative = inhibition, actives largely listed as inhibitors | 390,000 compounds, 0.093% hits | AID 602179; also: potency is read from the fitted curve at half-maximal effect; % is scaled to controls: 0 for no effect and ±100 for the full control effect; nearly all actives have a fitted effect of over 65% in size
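IDH1-R132H (0.5 ug/mL) preincubated 30 min with compound, then NADPH (0.016 mM) and alpha-KG (2 mM) added; 80 min at RT, pH 7.5. Remaining NADPH coupled via diaphorase/resazurin to fluorescence (540/590 nm); concentration-response curves normalized to no-enzyme control.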
USP1 inh – USP1/UAF1 (human) deubiquitinase inhibition | recombinant USP1/UAF1, Ub-Rhodamine cleavage fluorescence | Potency, µM (doses to about 57.1 µM), inactives show at the top dose activity change, negative = inhibition, usual class: inhibitors | 390,000 compounds, 0.23% hits | AID 743255; also: potency is read from the fitted curve at half-maximal effect; % is scaled to controls: 0 for no effect and ±100 for the full control effect; nearly all actives have a fitted effect of over 60% in size; inactives centre near -12
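USP1/UAF1 complex (1 nM) preincubated 15 min at room temperature with compound, then Ub-Rho substrate (150 nM final) added. Kinetic fluorescence at 480/540 nm over 6 reads at 60 s intervals; 50 mM HEPES pH 7.8, 0.5 mM EDTA, 0.1 mg/ml BSA, 1 mM TCEP, 0.01% Tween-20.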
Vif-A3F inh – inhibitors of Vif-A3F interaction. Potency, µM (series often up to 46.1 µM), for inactives: top-dose activity, negative = active. AID 602313. HeLa A3F-eYFP + Vif (tagged APOBEC3F with the HIV-1 protein that degrades it), YFP fluorescence increase. 390,000 compounds, 0.2% hits; also: potency is read from the fitted curve at half-maximal effect; % of control where 0% means no effect; nearly all actives have a fitted effect of over 65% in size
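Fluorescence increase (Ex 488/Em 500-530) after overnight compound treatment at 37 deg C flags inhibition of Vif-driven A3F-eYFP loss in stable HeLa A3F-eYFP/Vif cells seeded overnight beforehand.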
Vif-A3G inh – blocks the Vif interaction with human APOBEC3G; Q9HC16; Potency, µM (top dose mostly 46.1 µM), without a hit: at the top dose activity, negative = active, actives largely listed as inhibitors; 410,000 compounds, 0.076% hits; HeLa A3G-eYFP + Vif (tagged APOBEC3G with the HIV-1 protein that degrades it), YFP fluorescence, overnight;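 also: potency is read from the fitted curve at half-maximal effect; % is scaled to controls: 0 for no effect and ±100 for the full control effect; nearly all actives have a fitted effect of over 60% in size; hits raise eYFP signal because A3G escapes Vif-driven loss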
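HeLa cells stably expressing Vif and C-terminally eYFP-tagged A3G, seeded overnight at 37 deg C, then exposed to compound by pintool overnight at 37 deg C. Rise in yellow fluorescence (Ex 488/Em 500-530, Acumen) marks blocked Vif-driven A3G degradation.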
rTrxR1 inhibitor – blocks rat thioredoxin reductase 1; O89049; recombinant rTrxR1, NADPH fluorescence consumption, selenite substrate; Potency, µM (doses to about 114 µM), without a hit: at the highest dose activity change, negative = inhibition, actives largely listed as inhibitors; 390,000 compounds, 1% hits; also: potency is read from the fitted curve at half-maximal effect; % is scaled to controls: 0 for no effect and ±100 for the full control effect; nearly all actives have a fitted effect of over 65% in size
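Rat TrxR1 (90 nM in the dispensed reagent) was pre-reduced with 400 uM NADPH for 5 min at room temperature, then incubated with compound for 15 min. After 400 uM selenite was added, NADPH fluorescence (Ex 340/Em 450 nm) was followed for 8 min.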
LDHA inh – LDHA (human) enzyme inhibition; P00338; activity change, % (values are at about 110 or 230 µM); 480,000 compounds, 0.15% hits; purified LDHA, NADH/diaphorase-resazurin fluorescence; stronger effect = lower value; AID 1347041; in the data active = activity change below about -30%; inconclusive = mostly about -25% to -30%;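 also: plate controls were DMSO wells for no effect and wells without enzyme for full effect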
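Human LDH5 (2 nM) was incubated with 0.06 mM NADH and 0.2 mM pyruvate for 5 min at room temperature in Tris pH 7.4. Remaining NADH was coupled through diaphorase/resazurin, and resorufin fluorescence was read at 0 and 20 min.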
RGS4 inhibitor – inhibitors of human regulator of G protein signaling 4 | P49798 | Transcreener GDP fluorescence polarization, RGS4-accelerated GTP hydrolysis | Potency, µM (titrated, usually from 114 µM), inactives show at the highest dose activity change, negative = inhibition, most hits filed as inhibitors | 390,000 compounds, 0.039% hits | AID 504845; also: potency is read from the fitted curve at half-maximal effect; % is scaled to controls: 0 for no effect and ±100 for the full control effect; nearly all actives have a fitted effect of over 75% in size; some results filed as inactive show a strong effect at the top dose
Target sequence (P49798 whole entry, looked up): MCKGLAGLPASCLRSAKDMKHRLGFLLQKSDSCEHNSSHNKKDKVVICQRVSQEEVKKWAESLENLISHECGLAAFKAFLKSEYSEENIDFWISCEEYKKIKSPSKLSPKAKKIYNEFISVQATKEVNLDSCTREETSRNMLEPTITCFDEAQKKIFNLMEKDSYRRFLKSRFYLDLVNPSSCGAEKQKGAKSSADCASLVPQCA
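MLSMR compounds (23 nl, pin-transferred) preincubated 10 min at room temperature with a 500nM (2x) first reagent, then RGS4 at 900nM (2x) plus Transcreener GDP mix added; fluorescence polarization (620/688 nm) read before and after 90 min at 30 °C.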
Glioma ERSR ind – ER stress response induction in glioma; U87-MG GRP78 promoter luciferase reporter, 16 h; Potency, µM, for the others: top-dose activation, actives largely listed as activators; 420,000 compounds, 0.02% hits; AID 602332; also: potency is read from the fitted curve at half-maximal effect; series mostly up to about 76 µM; % of control where 0% means no effect; nearly all actives have a fitted effect of over 35% in size
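Stably transfected U87-MG human glioma cells carrying a GRP78-based luminescent sensor were seeded at 1000 cells/well, pin-dosed with compounds and incubated 16 h. Luciferase reagent was then added, and end-point luminescence was read after 10 min at room temperature.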
Starred values were filed as active, the others as inactive; ? = inconclusive; / = not tested or not shown; [ ] = remark or other dose. Unless noted, calls follow the shape of the dose curve; as a rule, active = well fitted curve in the direction sought with a large enough effect; inconclusive = small, poorly fitted or top-dose-only effect, or another doubt; inactive = no such curve, though single readings can be large; an effect the other way counts as inactive or inconclusive.

SMILES,TrxR1 substrate,mIDH1 inhibitor,USP1 inh,Vif-A3F inh,Vif-A3G inh,rTrxR1 inhibitor,LDHA inh,RGS4 inhibitor,Glioma ERSR ind
COc1cc(CN2CC(=O)N(c3ccc(C)c(Cl)c3)C2=S)cc(OC)c1OC,0%,-7%,-7%,-1%,-4%,11%,-1,2%[56.9 µM],-1%
CC(=O)N/C(=C/c1ccc2c(c1)OCO2)C(=O)NCCO,-16%,-2%,1%,-3%,-2%,?,2,12%,-2%
O=C(NCCCN1CCN(c2ccc(F)cc2)CC1)c1cnn(-c2ccc(F)cc2)c1-n1cccc1,-14%,-7%,-11%,4%,-2%,-22%,-4,12%,-1%
COC(=O)CCC(=O)OC1(C)C(=O)C2=CN(CCc3c[nH]c4ccccc34)C(c3ccc(OC)cc3)=CC2=C(Br)C1=O (stereo unspecified),-6%,5%[38.3 µM],?,-6%,4%,-23%,15,-26%,-2%
Cc1occc1C(=O)N(C)CC1CCCN(CCc2ccc(Cl)cc2)C1 (stereo unspecified),/,-1%,1%,-3%,0%,/,-5,/,-1%
CC(=O)c1cccc(NC(=O)C2CCCCC2)c1,-4%,5%,9%,-9%,-3%,-12%,-3,9%,0%
CCOc1cc(N2CCOCC2)c(OCC)cc1NC(=O)CN1CCSC1=O,-3%,-6%,-6%,1%,-9%,1%,8,37%,-6%
CCOC(=O)c1cc2c(=O)n3ccccc3nc2n(CCOC)c1=NC(=O)C(C)(C)C,89%[activator],8%,-6%,/,-1%,-8%,2,34%,-5%
Cc1ccc(S(=O)(=O)NCc2ccc(C(=O)NCCc3ccc(S(N)(=O)=O)cc3)cc2)cc1,5%,1%,-21%,2%,-5%,6%,-13,?,-3%
Cc1ccc(N2CC(NC(=O)c3ccc(S(=O)(=O)N4CCOCC4)cc3)CC2=O)cc1C (stereo unspecified),-2%[57.1 µM],6%,-25%,-7%,7%,2%[57.1 µM],-2,-27%,-1%
O=C(N/N=C/c1cccc(Cl)c1)C1CCCC1,2%,-9%,-11%,2%,-1%,9%,-2,-8%,18%
Cc1ccc(NC(=O)CSc2nc3c(oc4ccccc43)c(=O)n2Cc2ccco2)cc1F,6%,-5%,-21%,-5%,-2%,34%,-1,-1%,-2%
COC(=O)c1cc(C(=O)OC)cc(N2C(=O)CC(Sc3nc(C)cc(C)n3)C2=O)c1 (stereo unspecified),0%,4%,-24%,-6%,-1%,-9%,-3,-9%,-5%
CCCCN(CC)CCCNC(=O)C1c2ccccc2C(=O)N(C)C1c1cn(C)c2ccccc12 (stereo unspecified),-4%,3%,-13%,/,1%,-8%,0,-23%,-4%
CC(C)(C)c1csc(NC(=O)CSc2nc3ccccc3c(=O)[nH]2)n1,-8%,3%,-1%,-20%,-3%,13%,-1,-13%,-4%
O=C(CSCc1nc2c(nnn2Cc2ccc(F)cc2)c(=O)[nH]1)Nc1cccc(C(F)(F)F)c1,-14%[57.1 µM],3%,-16%,5%,2%,2%[57.1 µM],-1,-28%,-4%
O=[N+]([O-])c1cc(Cl)ccc1N1CCCCC1,-2%[57.1 µM],2%,-2%,-1%,0%,2%[57.1 µM],-2,-13%,1%
CCSc1nnc(NC(=O)CSc2nc3c(c(=O)n2CCOC)SC(C)C3)s1 (stereo unspecified),1%[57.1 µM],15%,-10%,1%,2%,11%[57.1 µM],-19,17%,-4%
COc1ccc(CCNc2ccncn2)cc1,0%,7%,-21%,-10%,9%,9%,3,-11%,6%
Nc1ccc(C(=O)n2c3ccccc3c3ccccc32)cc1,-15%,9%,-20%,-5%,?,-12%,-3,-18%,-16%
Cc1ccccc1N=Nc1c(N)n[nH]c1N,-12%,-8%,-4%,17%,-1%,3%,-7,-9%,3%
Cc1cccc(-n2c(SCC(=O)Nc3ccccc3C)nc3c(oc4ccccc43)c2=O)c1,2%,13%,-9%,-4%,-4%,24%,-8,-18%,-2%
COc1ccc(NS(=O)(=O)c2cccs2)c(OC)c1,9%[57.1 µM],3%,-10%,-2%,-3%,0%,5,-7%,-7%
CC(=O)Nc1ccc(NC(=O)COc2cccc3ccccc23)cc1,/,8%,-10%,1%,1%,/,-1,/,-5%
O=C(NCc1nc2ccccc2[nH]1)C1=C[C@H](c2ccc(C(F)(F)F)cc2)C[C@H](OCc2ccc(CO)cc2)O1,-11%[57.1 µM],14%,-15%,8%,-13%,0%[57.1 µM],1,-18%,-2%
Cc1ccc(NC(=S)N(Cc2ccc(Br)cc2)Cc2ccc(C(=O)O)cc2)cc1C,4%[57.1 µM],-16%,-22%,2%,-5%,7%[57.1 µM],-9,-1%,3%
CCc1cc2c(cc3c(=O)n(CCCC(=O)NCc4ccccc4Cl)nc(CC)n32)s1,24%,-11%,?,-9%,1%,21%,-2,8%,-1%
CC1(C)C2CCC1(C)C(OC(=O)CSc1nc(N)cc(=O)[nH]1)C2 (stereo unspecified),4%[57.1 µM],4%,-13%,1%,0%,1%[57.1 µM],-2,-15%,-4%
CC1(C)Cc2c(cnn2-c2ccc(F)cc2)C(NC(=O)c2ccoc2)C1 (stereo unspecified),1%,-6%,-24%,2%,3%,0%,2,-23%,-4%
CN(C)c1ccc(C(=O)OCC(=O)N2CCOCC2)cc1,-4%[57.1 µM],-1%,-3%,-2%,1%,4%[57.1 µM],4,-2%,3%
O=C(Nc1ccc(F)cc1)OCCOc1ccc([N+](=O)[O-])cc1,4%[0.0914 µM],0%,-15%,3%,0%,19%,-1,-28%,-3%
CCOc1ccccc1NC(=O)Cn1c(=O)n(Cc2ccco2)c(=O)c2cccnc21,-4%,-3%,-13%,0%,-5%,-6%,-8,1%,-2%
O=C(N/N=C/C1CCCCC1)c1ccccn1,9%[57.1 µM],0%,-23%,-7%,0%,3%[57.1 µM],-2,-6%,1%
Cc1nn(C)c(C)c1CNC(=O)c1nn2c(c1Cl)NC(c1cccs1)CC2C(F)(F)F (stereo unspecified),9%[57.1 µM],2%,-5%,-5%,-6%,16%,-7,-1%,2%
CCN(CCO)C(=O)C12CCC(C)(C(=O)C1)C2(C)C (stereo unspecified),7%,0%,-4%,-2%,-1%,18%,-8,10%,-4%
CC(Cn1cncn1)NC(=O)c1cc(COc2cccc(C(F)(F)F)c2)on1 (stereo unspecified),-4%,7%,-5%,5%,-2%,-14%,2,-14%,2%
CS(=O)(=O)N1CCc2cc(C(=O)Nc3ccc(S(N)(=O)=O)cc3)ccc21,-6%,-16%,1%,2%,0%,-3%,-1,15%,-4%
Cc1n[nH]c(C)c1CCN(C)C(=O)C1CCC(=O)N(CC2CCCCC2)C1 (stereo unspecified),-5%,0%,-8%,?,0%,-7%,-6,15%,-3%
CCc1nn(CC(=O)Nc2ccc(Br)c(C)c2)c(=N)s1,8%[57.1 µM],1%,-5%,4%,1%,22%[57.1 µM],-6,-21%,0%
COc1cccc(NC(=O)CSCC(=O)Nc2ccccc2)c1,-8%,1%,0%,-2%,-1%,8%[57.1 µM],-6,?,-5%
Cc1nc(C(=O)NCCC(C)C)sc1C1(C)CC(c2cccc([N+](=O)[O-])c2)=NO1 (stereo unspecified),-4%,1%[38.3 µM],-9%,7%,2%,10%,-17,-1%,3%
CN(Cc1ccccc1)C(=O)c1c[nH]c2ccc(S(=O)(=O)N3CCOCC3)cc2c1=O,34%[activator],1%,-16%,3%,-1%,9%,-5,-8%,-4%
COc1ccc(CN(C)C(=O)COC(=O)c2c(-c3ccccc3Cl)noc2C)cc1,-2%[57.1 µM],1%,-3%,2%,1%,16%[57.1 µM],-10,-1%,-1%
CC(C)CC(=O)Nc1ccc(C(=O)COC(=O)C2CCC2)cc1,-14%,-3%,-10%,0%,3%,-16%,-4,29%,-2%
COc1cc(NC(=O)CSc2nc3nc(C)c(Cc4ccc(C)cc4)c(C)n3n2)cc(OC)c1OC,-4%[57.1 µM],-14%,?,3%,0%,12%[57.1 µM],-3,-10%,-5%
CC(=O)N1CC=CC1(CC(C)C)C(=O)NCCc1c[nH]c2ccccc12 (stereo unspecified),17%,14%,-19%,-15%,-1%,29%,6,-20%,-1%
COc1cc(NC(=O)CN(c2ccc(C)cc2)S(=O)(=O)c2c(C)n[nH]c2C)cc(OC)c1,-6%,2%,-21%,-3%,3%,-1%,-3,-32%,-3%
Cc1c(NC(=O)c2ccc(-c3cccc([N+](=O)[O-])c3)o2)c(=O)n(-c2ccccc2)n1C,-9%,-8%,-21%,-30%,-1%,-11%,-5,8%,-2%

A portion of the library. The share of hits here may be higher or lower than overall.
